Assay outcomes as filed in PubChem BioAssay.
ALOX12 inh – ALOX12 (human) lipoxygenase inhibition. P18054. purified 12hLO, xylenol orange hydroperoxide absorbance. Potency, µM (top dose mostly 108 µM), for inactives: at the top dose activity change, negative = inhibition, usual class: inhibitors. 1.1% of 580,000 active. AID 1671190; active = well fitted inhibition curve with a large enough effect; inconclusive = small, poorly fitted or top-dose-only effect, or another doubt; inactive = no such curve, though single readings can be large or run the other way
Target sequence (P18054 whole entry, looked up): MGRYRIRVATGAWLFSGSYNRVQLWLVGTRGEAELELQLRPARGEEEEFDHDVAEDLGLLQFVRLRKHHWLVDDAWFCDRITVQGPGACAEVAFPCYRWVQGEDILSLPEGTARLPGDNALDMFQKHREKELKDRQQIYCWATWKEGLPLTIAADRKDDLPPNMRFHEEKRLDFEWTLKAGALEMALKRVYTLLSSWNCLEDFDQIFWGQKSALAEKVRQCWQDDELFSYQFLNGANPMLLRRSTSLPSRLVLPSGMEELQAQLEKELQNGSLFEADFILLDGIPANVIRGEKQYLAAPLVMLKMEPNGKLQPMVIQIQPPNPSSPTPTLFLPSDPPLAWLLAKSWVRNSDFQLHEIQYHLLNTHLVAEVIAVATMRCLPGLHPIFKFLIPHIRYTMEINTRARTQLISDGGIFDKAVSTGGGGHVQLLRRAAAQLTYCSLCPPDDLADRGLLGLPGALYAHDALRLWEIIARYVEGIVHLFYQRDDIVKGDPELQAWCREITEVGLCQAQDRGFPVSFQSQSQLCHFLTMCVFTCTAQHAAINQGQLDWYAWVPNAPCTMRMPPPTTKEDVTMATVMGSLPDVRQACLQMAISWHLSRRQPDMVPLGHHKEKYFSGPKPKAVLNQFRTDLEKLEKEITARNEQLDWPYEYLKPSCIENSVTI
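Purified human 12hLO (150 nM final) in 25 mM Hepes, 0.01% Triton X-100, pH 7.0 was preincubated 15 min at room temperature with compound. Then 40 uM arachidonic acid was added, 30 min. Hydroperoxide was read by Fe-XO absorbance ratio 573/405 nm.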
Starred values were filed as active, the others as inactive; ? = inconclusive; [ ] = dose if it differs, or a comment. % is scaled to controls: 0 for no effect and ±100 for the full control effect; potency is read from the fitted curve at half-maximal effect. Not all compounds are listed (hit frequency here may not be typical).

SMILES	ALOX12 inh
Cc1ccc(C(=O)Nc2ccc(CC(=O)N3CCOCC3)cc2)cc1F	23%
CC(C)CN(CC(N)=O)CC(=O)N(C)C1(C#N)CCCCC1	?
O=C(N1CCCC1)N1CCCC(c2nnc3n2CCNC3)C1 (stereo not given)	?
O=C(Nc1cccc(-c2nnc3n2CCCC3)c1)c1ccsc1	6%
CCN(c1ccccc1)c1nnc(NC(=O)Nc2cc(Cl)ccc2OC)s1	14%
CC(=O)Nc1cccc(-c2csc(C(C)(NC(C)=O)c3ccccc3)n2)c1 (stereo not given)	-10%
Cc1ccccc1/C=C1\Cc2ccccc2C1=O	-27%
Cc1cc(C)nc(NS(=O)(=O)c2ccc(Nc3nc(-c4ccc(C)c(C)c4)cs3)cc2)n1	?
COCCNC(=O)[C@@H]1C[C@@H](O)CN1C1CCN(C(=O)C2CCCC2)CC1	16%
CCOC(=O)c1cnc(NC2CCCCC2)c2ccccc12	-2%
COC(=O)C1CN(Cc2ccc(F)cc2)CCS(=O)(=O)N1Cc1ccc(C)cc1 (stereo not given)	2%
CN(Cc1cccc(C(F)(F)F)c1)C(=O)c1ccccc1	15%[176 µM]
CCc1nc2c(c(-c3ccc(Cl)cc3)n1)CN(C(=O)c1ccccc1F)CC2	?
O=C(NCc1ccccc1)N1CCC(N2CC(OCC3CC3)C23CCOCC3)CC1 (stereo not given)	15%
c1ccc2c(c1)cnn2CCCn1ccnc1-c1cc2n(n1)CCCNC2	55%[activator]
O=C(NCc1ccccc1)c1ccccc1OC1CN(Cc2cccc(F)c2)C1	5%
O=C(NCC1CN(C(=O)Cc2cccc(OC(F)(F)F)c2)CC12CN(c1ccccc1)C2)Nc1ccccc1 (stereo not given)	?
O=C(COC(=O)Cc1c[nH]c2ccccc12)Nc1ccc(Cl)cc1	1%
CC(=O)c1cccc(-n2cccc2)c1	-15%
COc1ccc(OC)c(-c2cc(Cl)c3c(c2)CC(CNC(=O)c2cnn4cccnc24)O3)c1 (stereo not given)	18%
COC(=O)C1=C(C)OC(N)=C(C#N)C1c1ccccc1C(F)(F)F (stereo not given)	?
Nc1ccn([C@@H]2O[C@H](C(=O)N[C@H](Cc3ccccc3)C(=O)N3CCN(CCO)CC3)[C@@H](O)[C@H]2O)c(=O)n1	0%
COCCNC(=O)C1(C)Cc2c(-c3cccc(NC(C)=O)c3)ccnc2O1 (stereo not given)	-17%
Cc1ccccc1C(=O)NC(NC(=O)c1ccccc1C)c1ccc(Br)cc1	13%
CCC(O)c1cc2n(n1)CCN(C(=O)Cc1noc3ccccc13)C2 (stereo not given)	50%[activator]
COc1ccc(NC(=O)N2CCc3c(nc4cc(-c5ccccc5)[nH]n4c3=O)C2)c(C)c1	45%[activator]
CC1(C(=O)Nc2ccc3c(c2)OCCO3)CN(S(C)(=O)=O)CC(=O)N1CCCN1CCOCC1 (stereo not given)	-6%
C[C@@H]1CCCCO[C@H](CN(C)Cc2ccc(Cl)c(Cl)c2)[C@H](C)CN([C@@H](C)CO)C(=O)c2cc(NC(=O)Nc3ccc(F)cc3)ccc2O1	?
Cc1ccccc1-c1nc2cnccn2c1NCCC(=O)N1CCC(C)CC1	21%
CN(C)c1nc2cc3c(cc2cc1CN(CC1CCCO1)C(=O)/C=C/c1cccs1)OCO3 (stereo not given)	14%
CCCCSc1nc2c(c(=O)n(C)c(=O)n2C)n1Cc1ccc(Cl)cc1	?
COC(=O)N/N=C/C(C)=C/c1ccccc1	7%
CC(C)CN1C(=O)CN(S(C)(=O)=O)CC1(C)C(=O)NC(C)C (stereo not given)	0%
CCCCNC(=O)C(C#N)c1nc2ccccc2nc1N1CCN(C(=O)OCC)CC1 (stereo not given)	-11%
CSc1ccc(CN2CCC(C)(Oc3ccccc3)C2)cc1 (stereo not given)	-17%
O=C(Nc1cccc(S(=O)(=O)N2CCCC2)c1)C1=COCCO1	26%
COc1ccc(-c2nc3ccc(C)cn3c2Cc2ccc(C)cc2)cc1OC	?
Oc1ccccc1C1=NC(c2ccccc2)NC(c2ccccc2)C1 (stereo not given)	10%
CC(C)N1C[C@H](O)C[C@H]1c1nnc2n1CCN(C(=O)c1cccn1C)CC2	33%[activator]
N#C/C(=C\c1ccc(-c2ccc(Cl)cc2)o1)c1nc2ccccc2[nH]1	?
Cc1ccc(-c2cnc(-c3ccccc3C(=O)OCC(=O)NCCC#N)o2)cc1	?
C=CCNCc1ccccc1OCC	-6%
O=C(NCC1(COc2ccccc2)C[C@@H](O)[C@@H](O)C1)c1ccc(F)cc1 (stereo not given in full)	104%[activator][176 µM]
c1ccc(OCc2cc(CC3(NCc4ccco4)COC3)no2)cc1	24%[176 µM]
CN(C)C[C@@H]1CN(S(C)(=O)=O)C[C@H]1NC(=O)COc1ccc(Cl)cc1	10%
COc1ccc(C(=O)NC[C@@H]2C=C(C)[C@H](CC(=O)O)C[C@H]2C(C)C)cc1	3%[176 µM]
O=C(COC(=O)c1c(F)cccc1F)Nc1cccc(S(=O)(=O)N2CCCCC2)c1	-16%
CC(=O)Nc1cccc(-c2cc(NC(C)=O)c3ncc(-c4cccc(C(F)(F)F)c4)n3c2)c1	-28%
CCn1cc(CN2CC[C@H]3C(=O)NCCCCCCN(Cc4ccncc4)[C@@H]3C2)c(C)n1	146%[activator]
Cc1nc2nc(-c3ccccc3Cl)nn2c(C)c1CC(=O)N1CCCC1	-3%
O=C(O)CNC(=O)CNC(=O)CCn1c(-c2ccccc2)cc2ccccc21	-9%
Cc1ccc2nc(C3CCCCC3)c(CC(C)(C)C)n2c1	?
O=C(CSc1nc2ccccc2[nH]1)N1N=C(c2cccs2)CC1c1ccco1 (stereo not given)	-19%
Cc1cccc(-n2c3c(cc(C#N)c2=O)C(=O)CC(c2ccccc2)C3)c1 (stereo not given)	-3%
O=C1CCC/C(=N/NC(=O)c2cc(-c3ccncc3)nc3ccccc23)C1	-4%
C=CCN(Cc1ccc2c(c1)OCO2)C(C#CC1CC1)C(C)C (stereo not given)	27%
O=C(NCc1ccccc1)c1ccc(-c2ccc(F)c(F)c2)c2ccoc12	?
Cn1cc(-c2coc3c(C(=O)NCc4cccc(Cl)c4)cccc23)cn1	?
COc1ccc(C(=O)N2CCC3(CC2)CCC(O)(CN(C)C)CC3)cc1OC	-22%
O=C1c2ccccc2C(c2ccc(NC(=O)C(c3ccccc3)c3ccccc3)cc2)(c2ccc(NC(=O)C(c3ccccc3)c3ccccc3)cc2)c2ccccc21	0%

Following part
SMILES	ALOX12 inh
CCC(C)NC(=O)C1COC2(CCN(C(=O)c3cccc(Cl)c3)CC2)N1C(=O)c1ccccc1C (stereo not given)	15%
O=C(Nc1ccc(F)cc1F)Nc1ncc(Cl)cc1Cl	76%
Cc1noc2c(-c3cccnc3)cc(-c3cccc(C(F)(F)F)c3)nc12	1%[176 µM]
O=C(Nc1cc(F)ccc1F)N1CC(c2nnc(-c3ccncc3)o2)C2(CCOCC2)C1 (stereo not given)	0%
CCN1c2cc(C(=O)Nc3ccc(F)c(C)c3)ccc2C(=O)N2CCCCC21 (stereo not given)	13%
COc1cccc(-c2ccc3c(n2)CN(CC(=O)N2CCCC2)C(=O)CO3)c1	6%[176 µM]
CNC(=O)c1cnn2c1CN([S+](=O)([O-])c1c(C)noc1C)CC2	-3%[6.33 µM]
Cc1ccc(NC(=O)N2CCC(c3cc(-c4cccc(C)c4)n[nH]3)CC2)cc1	17%
Cc1ccc(Cn2c(SCC(=O)O)nc3c2c(=O)n(C)c(=O)n3C)cc1	?
CCc1noc(-c2ccn3c(CNC(=O)c4ccc(OC)cc4)nnc3c2)n1	16%
COc1ccccc1Nc1cnc2ccc(-c3ccccc3OC)nn12	27%[176 µM]
CC(=O)C1=C(C)N(Cc2ccc(Cl)cc2)C(=S)NC1c1ccccc1 (stereo not given)	45µM*
CC(C)Cc1nc2cccnc2n1C1CCN(S(=O)(=O)c2ccc(Cl)s2)CC1	?
CC[C@H]1CN(C(=O)Nc2cccc(C(F)(F)F)c2)CC[C@H]1CC(=O)NCc1ccc(OC)c(OC)c1	23%
O=C(NCc1nnc2n1C(C(=O)N1CCCC1)CC2)c1cccnc1 (stereo not given)	1%[6.33 µM]

Overlap with the part before: 3 compounds; new compounds follow.
SMILES	ALOX12 inh
CC(C)Cc1nc2cccnc2n1C1CCN(S(=O)(=O)c2ccc(Cl)s2)CC1	?
CC[C@H]1CN(C(=O)Nc2cccc(C(F)(F)F)c2)CC[C@H]1CC(=O)NCc1ccc(OC)c(OC)c1	23%
O=C(NCc1nnc2n1C(C(=O)N1CCCC1)CC2)c1cccnc1 (stereo not given)	1%[6.33 µM]
CN(C)c1ccc(C(=O)N2CCN3C(=O)N(CC(N)=O)C(=O)[C@@H]3C2)cc1	31%[activator][176 µM]
CN1CCN(c2nc3c(c(=O)[nH]2)CCN(Cc2cccc(Cl)c2)CC3)CC1	24%
CCC[C@H]1CN(c2ccc(Br)cc2)C(=O)[C@@H]1CC(=O)Nc1ccccc1	-10%
COc1ccc(CN2C[C@H](COCc3ccccc3)Oc3cccc(N4CCCC4)c3S2(=O)=O)cc1	-9%
CN1CCN(C(=O)C[C@H]2CC[C@H]3[C@@H](COC[C@@H](O)CN3C(=O)C3CCCC3)O2)CC1	-25%
Cc1ccc(NCC(O)Cn2c3ccccc3n3c(=O)cc(C)c(C#N)c23)cc1 (stereo not given)	0%
CC(C)CCN1CCC2(CC1)CNC(=O)c1ccccc1O2	10%[6.33 µM]
O=C1CN(Cc2ccc(Cl)cc2)CCN1c1ccc(Cl)nn1	8%[176 µM]
Cc1cccnc1N1CCN(Cc2ccc(-n3cncn3)cc2)CC1	60%[activator]
CC(C#N)CN(C)C(=O)CNC(=O)NCc1ccco1 (stereo not given)	-18%
CNC(=O)[C@H]1C[C@H](Oc2ccccc2)CN1C(=O)c1cc(F)ccc1F	61%[activator]
CCCNC(=O)CN(C)Cc1ncc(-c2ccccc2)o1	17%
CCN(CC1CCOC1)C(=O)C=C(C)C (stereo not given)	46%[activator]
Cc1ccc(CN2C(=O)OC(c3cccc(NC(=O)c4ccc(C)cc4)c3)C2C(=O)NCC(C)C)cc1 (stereo not given)	?
Brc1ccccc1CSc1nnc(-c2cccnc2)o1	27%

With a hit mark in ALOX12 inh (from the list above):
SMILES	ALOX12 inh
CC(=O)C1=C(C)N(Cc2ccc(Cl)cc2)C(=S)NC1c1ccccc1 (stereo not given)	45µM*

Next entries
SMILES	ALOX12 inh
Cc1cccc(C)c1OCC(O)Cn1cnc2c(cnn2-c2ccc(F)cc2)c1=O (stereo not given)	0%
CC(C)[C@H](N)C(=O)N[C@H]1CCC2C3CC=C4C[C@@H](O)CC[C@]4(C)C3CC[C@@]21C (stereo not given in full)	12%
c1cnc2c(c1)ncn2C1CCCC1	38%[activator][176 µM]
COc1cccc(OCCNC(=O)c2ccc3[nH]c(C)c(C)c3c2)c1	?
CCc1ccc(CNC(=O)CCC2CCN(S(=O)(=O)c3ccccc3)CC2)cc1	-13%
CC[C@H]1NC(=O)[C@@H](NC(=O)c2ncccc2O)[C@@H](C)OC(=O)[C@H](c2ccccc2)NC(=O)[C@@H]2CC(=O)CCN2C(=O)[C@H](Cc2ccccc2)N(C)C(=O)[C@@H]2CCCN2C1=O	31%[activator]
CCOC(=O)[C@]12CCC=C1N(Cc1cccc3ccccc13)C(=O)[C@H](CC(=O)NCCCN1CCCC1=O)C2	-6%
NC(=O)[C@@H]1C[C@H](Oc2cccnc2)CN1C(=O)COc1ccc(F)cc1	-15%
CCOc1ccc(NC(=O)Cn2cccc2-c2nc(-c3ccccc3)no2)cc1	-15%
CN(c1cc(=O)c2ccnc(-c3cccc(CO)c3)c2o1)C1CCOCC1	-4%[176 µM]
CCn1cc(CN(C)C(=O)c2ccc(N3CC4CC(C3)[C@H]3CCCC(=O)N3C4)nc2)c(C)n1 (stereo not given in full)	21%
COc1ccc(-c2cc(=O)n(-c3ccc(C)c(C)c3)[nH]2)cc1	4%
Cc1ccc(-c2cc(C(=O)OCC(=O)NC34CC5CC(CC(C5)C3)C4)c3ccccc3n2)o1	1.3µM*
Cc1ccc(C2Cn3nnc(C(=O)N4CCC(C(=O)NCc5ccccc5)CC4)c3CO2)cc1 (stereo not given)	11%
Clc1ccccc1NN=C1c2ccccc2-c2ccccc21	-58%
O=C(NC1CCCCC1)C1CCCN(CCCc2nc3ccccc3o2)C1 (stereo not given)	?
CC(C)[C@H](NC(=O)c1ccc(Cl)c(Cl)c1)C(=O)N1CCC[C@H]1C(=O)NCc1ccccc1	-6%
CCc1ccc2[nH]c(CSCC(=O)Nc3ccc(OC)c(Cl)c3)cc(=O)c2c1	-4%
CCSc1nc2n(n1)C(c1ccc(OC)cc1)C1=C(CC(C)(C)CC1=O)N2 (stereo not given)	3%
COc1ccc(-c2cc(C(=O)NC3CC(C)(C)NC(C)(C)C3)c3ccccc3n2)cc1OC	?
CNC(=O)c1cccc(NC(=O)CC(C)(C(=O)O)c2ccccc2)c1 (stereo not given)	?
c1ccc(-c2ccccc2Nc2cnc3ccc(N4CCOCC4)nn23)cc1	16%[176 µM]

In a second layout: results already given.
molecule,ALOX12 inh
c1ccc(-c2ccccc2Nc2cnc3ccc(N4CCOCC4)nn23)cc1,16%[176 µM]
O=C(NC1CCCCC1)C1CCCN(CCCc2nc3ccccc3o2)C1 (stereo not given),?

3 compounds drawn at random from those above:
SMILES	ALOX12 inh
O=C(NC1CCCCC1)C1CCCN(CCCc2nc3ccccc3o2)C1 (stereo not given)	?
c1ccc(-c2ccccc2Nc2cnc3ccc(N4CCOCC4)nn23)cc1	16%[176 µM]
COc1ccc(-c2cc(C(=O)NC3CC(C)(C)NC(C)(C)C3)c3ccccc3n2)cc1OC	?
